Bioassay records from PubChem BioAssay.
Bcl-W Bim block: human Bim-Bcl-W interaction inhibition; inhibition, % at 10 µM; hit rate 0.02% among 190,000; Q92843; bead-based flow cytometry, Bim peptide-Bcl-W binding;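 further: 0% = bound tracer without compound and 100% = peptide blocker; higher means less fluorescent Bim peptide bound to Bcl-W beads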
RGS4-Gao reg: modulates binding of RGS4 to human Galphao | Multiplexed bead flow cytometry; actives lie on both sides | binding response (% of control), % at 10 µM | hit rate 0.33% among 220,000; in the data active means binding response below about 49% or above about 150%; inactive means in between;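 further: fluorescent Galphao activated with aluminum fluoride binding bead-coupled RGS4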
RGS8-Gao reg: regulators of human RGS8-Galphao interaction | hit rate 0.34% among 220,000 | P09471 | multiplexed bead flow cytometry, RGS8-Galphao binding; actives lie on both sides | response (percent of control binding), % at 10 µM; in the data active means response below about 60% or above about 140%; inactive means in between;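 further: Galphao activated as the GDP aluminium fluoride complex binding bead-coupled RGS8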
Mcl-1 Bim block: disrupts Bim peptide binding to human Mcl-1 | Q07820 | Bead-based flow cytometry, Bim peptide-Mcl-1 binding | inhibition, % at 10 µM | hit rate 0.1% among 190,000;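 further: 0% = no compound tracer wells and 100% = peptide blocker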
Bcl-B Bim block: inhibitors of Bim-Bcl-B interaction, human; Q9HD36; bead-based flow cytometry, Bim peptide-Bcl-B binding; inhibition, % at 10 µM; hit rate 0.073% among 190,000;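 further: 0% = tracer peptide without compound and 100% = reference inhibitor peptide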
Target sequence (Q9HD36 whole entry, looked up): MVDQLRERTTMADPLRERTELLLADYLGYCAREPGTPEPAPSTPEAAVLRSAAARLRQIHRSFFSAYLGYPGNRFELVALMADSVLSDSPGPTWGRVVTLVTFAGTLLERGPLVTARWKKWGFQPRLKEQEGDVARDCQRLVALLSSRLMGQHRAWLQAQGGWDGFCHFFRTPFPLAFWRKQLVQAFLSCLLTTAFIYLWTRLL
ABCB1 block: human ABCB1 inhibition, ABCG2 as counter-screen | CCRF-Adr cells, JC-1 efflux, flow cytometry | inhibition, % at 6.6 µM | P08183 | hit rate 0.067% among 190,000; in the data active means inhibition above about 40%;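 further: 0% = vehicle and 100% = reference inhibitor; higher value means more JC-1 retained so stronger ABCB1 efflux block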
ABCG2 inh: human ABCG2 inhibition, ABCB1 as counter-screen. hit rate 0.1% among 190,000. Q9UNQ0. AID 1325. inhibition, % at 6.6 µM. IgMXP3 cells, JC-1 efflux, flow cytometry;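 active means inhibition above 80%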;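 further: 0% = DMSO and 100% = nicardipine control wells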
Target sequence (Q9UNQ0 whole entry, looked up): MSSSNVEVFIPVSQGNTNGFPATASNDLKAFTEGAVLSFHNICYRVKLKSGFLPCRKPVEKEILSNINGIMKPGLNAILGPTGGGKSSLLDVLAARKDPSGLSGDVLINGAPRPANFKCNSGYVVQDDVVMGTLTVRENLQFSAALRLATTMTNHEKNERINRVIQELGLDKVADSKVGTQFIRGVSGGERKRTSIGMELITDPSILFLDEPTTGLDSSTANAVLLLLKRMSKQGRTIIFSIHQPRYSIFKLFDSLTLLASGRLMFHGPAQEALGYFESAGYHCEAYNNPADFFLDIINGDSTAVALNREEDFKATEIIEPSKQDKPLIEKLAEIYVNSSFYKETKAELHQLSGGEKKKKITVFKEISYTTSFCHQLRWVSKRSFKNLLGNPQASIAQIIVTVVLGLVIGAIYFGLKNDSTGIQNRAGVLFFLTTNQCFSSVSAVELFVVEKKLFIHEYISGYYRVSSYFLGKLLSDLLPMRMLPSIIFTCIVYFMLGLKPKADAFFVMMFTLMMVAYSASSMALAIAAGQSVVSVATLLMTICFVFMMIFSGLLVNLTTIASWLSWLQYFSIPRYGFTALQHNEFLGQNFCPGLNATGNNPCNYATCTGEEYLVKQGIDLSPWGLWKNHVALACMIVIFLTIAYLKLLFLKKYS
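Test system: IgMXP3 (ABCG2) plus far-red-tagged CCRF-Adr (ABCB1) cells. Reagent: JC-1 dye as substrate. Timing: 10 min exposure at 25 °C with rotation, no wash. Measured by: flow cytometric JC-1 green MFI at 530 nm. Read-out: percent efflux inhibition, scaled nicardipine 100% to DMSO 0%. Control set: nicardipine and DMSO wells.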
RGS7-Gao: human RGS7-Galphao interaction regulation | Multiplexed bead flow cytometry, RGS7-Galphao binding; actives lie on both sides | binding response (% of control), % at 10 µM | P09471 | hit rate 0.35% among 220,000; in the data active means binding response below about 49% or above about 150%; inconclusive means no clear call, values can overlap the other calls; inactive means in between;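 further: fluorescent Galphao held in activated GDP-AlF4 state binding bead-coupled RGS7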
Bim-Bfl-1: human Bim-Bfl-1 interaction inhibition; AID 1008; inhibition, % at 10 µM; hit rate 0.12% among 190,000; Bead-based flow cytometry, Bim-Bfl-1 binding inhibition; Q16548;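 further: 0% = wells without compound plus tracer and 100% = blocker peptide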
Bim-Bcl-XL: human Bim-Bcl-XL interaction inhibition. Q07817. Bim peptide-Bcl-XL binding, bead flow cytometry, fluorescence. inhibition, % at 10 µM. hit rate 0.04% among 190,000
Bcl-2 Bim block: human Bim-Bcl-2 interaction inhibition; P10415; Bead-based flow cytometry, Bim peptide-Bcl-2 binding; inhibition, % at 10 µM; hit rate 0.06% among 190,000; in the data active means inhibition above about 40%; inconclusive means no clear call, values can overlap the other calls;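 further: 0% = no compound wells with probe peptide and 100% = reference peptide inhibitor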
Numbers without * were called inactive; ? = inconclusive. Unless noted, no stated cut-off is given here; in the data, active means inhibition above about 40%.

Order of values: Bcl-W Bim block	RGS4-Gao reg	RGS8-Gao reg	Mcl-1 Bim block	Bcl-B Bim block	ABCB1 block	ABCG2 inh	RGS7-Gao	Bim-Bfl-1	Bim-Bcl-XL	Bcl-2 Bim block
1) Cc1ccsc1-c1nc(-c2ccccc2)c(-c2ccccc2)[nH]1
 : -2	106	103	-3	0	0.2	1	106	0	-4	0
2) CCn1c(CCC(=O)Nc2cc(F)ccc2C)nc2cc(S(=O)(=O)N(C)C)ccc21
 : 0	100	99	-1	-11	0.9	8	101	-15	-7	-12
3) COc1ccc(CNC(=O)C(CCSC)NS(=O)(=O)c2ccccc2F)cc1 (stereo unspecified)
 : -1	101	100	-1	-6	0.2	0	?	-5	-3	-2
4) CSc1nc2nc(-c3cccc(C(F)(F)F)c3)ccn2n1
 : 6	101	101	5	1	0.3	2	103	-2	3	0
5) O=C(CNC(=O)c1ccc(S(=O)(=O)N2CCCC2)cc1)N/N=C/c1ccc(Cl)cc1
 : -2	100	103	0	-6	-0.3	4	100	-12	-4	-6
6) O=C(Cn1cccc1)N1CCN(C(c2ccccc2)c2ccccc2)CC1
 : 1	98	97	-2	-6	0.1	0	94	-12	-1	-7
7) Cc1coc2cc3oc(=O)c4c(c3cc12)CCC4
 : 1	101	103	0	0	-0.1	0	98	0	0	3
8) Cc1ccc(S(=O)(=O)CCc2nnc(NC(=O)COc3cccc(C)c3)s2)cc1
 : 3	108	103	0	-5	0.8	6	104	-5	0	-2
9) Cc1sc2nc(CSc3nnc(Cc4cccs4)n3C3CCCCC3)[nH]c(=O)c2c1C
 : 0	96	98	-2	-4	-0.3	1	99	2	0	0
10) CCOC(=O)CSc1cc(C)nc2ccc(OC)cc12
 : -2	104	100	1	-5	-1.7	15	104	-5	-1	-6
11) Cc1c(NC(=O)/C(C#N)=C\c2cccs2)c(=O)n(-c2ccccc2)n1C
 : -1	100	101	0	-5	0.1	0	101	-6	-1	-2
12) COCCNC(=O)C1CC(=O)N(c2ccc(OC)cc2)C1c1ccc(OC)cc1 (stereo unspecified)
 : -4	101	103	-3	-4	0.0	0	102	-6	-4	-4
13) Cc1cc(C)c2c(c1)NC(c1cc3c(cc1Br)OCO3)C1CC=CC21 (stereo unspecified)
 : -3	102	103	-1	-8	0.3	-2	102	-12	-9	-5
14) CCCCC(c1nnnn1Cc1ccco1)N1CCN(C(=O)c2ccco2)CC1 (stereo unspecified)
 : -3	98	100	0	0	0.6	0	99	0	-1	-3
15) Cc1ccc(N2C(=O)C(CC(=O)Nc3cccc(F)c3)N(C3CC3)C2=O)cc1 (stereo unspecified)
 : -4	99	101	-2	-3	0.1	1	?	-10	-4	-3
16) Cc1cc(-n2c(=O)c(C#N)cc3c(=O)n4cccc(C)c4nc32)no1
 : 4	100	99	2	-4	0.2	1	97	-9	0	-1
17) CCOC(=O)n1c(SCC(N)=O)nc2ccccc21
 : 0	97	102	0	-1	0.4	4	99	0	-3	0
18) O=C(COc1ccccc1-c1ccccc1)N/N=C/c1ccncc1
 : 0	102	101	0	-2	0.3	1	103	-6	-2	-5
19) COc1ccc(NC(=O)Cn2nnc(C(=O)NCCc3ccccc3)c2N)cc1
 : -3	104	107	-2	-6	1.0	2	105	-3	-1	-4
20) CC(C)NC(=O)NC(=O)CSc1nncs1
 : 5	98	99	-8	-5	-0.4	1	93	4	0	0
21) CCCn1c(OC)nc2c1c(=O)n(C)c(=O)n2C
 : -6	95	98	-4	-7	0.7	6	97	-10	-9	-7
22) CCc1ccc(C(=O)CSc2nnc(C)c(=O)[nH]2)cc1
 : 2	98	100	0	-10	0.7	6	98	-13	-5	-5
23) Cc1nn(Cc2ccccc2)c(C)c1/C=N/NC(=O)c1cccnc1
 : 3	100	91	0	-4	1.2	6	106	-5	0	-4
24) CCC(OC(=O)c1ccco1)C(=O)NCc1ccco1 (stereo unspecified)
 : -2	102	104	0	-1	0.2	-4	100	4	-2	1
25) CCN(CC)C(=O)CSc1nc2cccnc2n1-c1ccccc1OC
 : -6	97	99	-9	-11	1.3	-1	97	-14	-12	-7
26) CCOC(=O)/C(C#N)=C\c1cccnc1
 : 1	98	100	-1	-1	-0.6	-3	98	0	-2	0
27) COC(=O)c1ccccc1C(=O)N1CCOCCN(C(=O)c2ccccc2C(=O)OC)CCOCC1
 : -4	96	99	-7	-7	0.2	-2	96	-4	-4	-3
28) Cc1cccc(S(=O)(=O)N2CCC(CO)(Cc3ccccc3)CC2)c1
 : 4	97	103	1	-1	1.7	4	101	-5	2	1
29) CCOC(=O)CSc1cc(CSc2ccccc2)nc(-c2ccccc2)n1
 : 0	98	96	-1	-1	-5.2	-6	98	4	-1	0
30) CCCCN(C)CCC(=O)Nc1ccc2c(c1)CCC2
 : -1	89	95	-3	0	0.2	2	94	-6	-3	-3

Further entries.
Order of values: Bcl-W Bim block	RGS4-Gao reg	RGS8-Gao reg	Mcl-1 Bim block	Bcl-B Bim block	ABCB1 block	ABCG2 inh	RGS7-Gao	Bim-Bfl-1	Bim-Bcl-XL	Bcl-2 Bim block
31) Cc1noc(C(=O)NCc2ccccc2)c1Cl
 : 1	91	97	1	-6	0.5	2	86	-8	-2	-8
32) O=C(NC(=S)Nc1ccc(Br)cn1)c1cncc(Br)c1
 : -7	98	101	-2	-4	-0.2	1	97	-4	-1	-3
33) O=C(CCCN1C(=O)CCC1=O)Nc1ccc(Cl)c(C(F)(F)F)c1
 : -3	105	103	-2	-6	0.0	3	104	-8	1	-11
34) Cc1ccc(NC(=O)c2cc(-c3ccccc3)nn2-c2ccccc2)cc1
 : -2	100	101	-1	-3	0.3	4	97	-2	-5	-5
35) O=C(CC1CCOCC1)Nc1ccc(Cl)c(Cl)c1
 : 3	95	100	0	-4	1.0	13	94	-1	0	0
36) CC1(C)Cc2cccc(OCC(=O)Nc3ccccc3N3CCOCC3)c2O1
 : 2	101	100	1	-5	3.1	18	104	-10	2	-8
37) CC(=O)NCCc1nc2ccccc2[nH]1
 : -6	98	101	-8	-13	0.7	2	97	-10	-13	-12
38) CCN1CC(CN(C)Cc2nc(Cc3ccccc3)no2)CC1=O (stereo unspecified)
 : -4	99	99	-3	-4	2.5	3	99	-5	-5	-3
39) COc1cc2c(cc1OC)CN(C(=O)CCCOc1ccc(Cl)cc1Cl)CC2
 : 0	98	99	-1	0	1.2	6	96	-2	0	-4
40) C#CCOc1ccc2c(C)cc(=O)oc2c1
 : -3	96	96	-2	0	0.2	2	95	-1	-1	-1
41) Cc1nc(NC(=S)NC(=O)c2cccs2)sc1C(=O)N(C)C
 : -4	102	102	-4	-1	0.7	2	100	-3	-6	-1
42) COc1ccc(OCCNC2CCCC2)cc1
 : -2	104	103	-4	-5	0.6	-1	103	-19	-1	-11
43) CC(C)NS(=O)(=O)c1ccc(CCC(=O)Nc2cc(Cl)ccc2Oc2ccccc2)cc1
 : 2	98	98	0	0	3.2	12	100	0	-2	-1
44) CC(C)(C)C(=O)Nc1ccc(N2CCN(S(C)(=O)=O)CC2)cc1
 : 2	106	102	1	1	-0.3	-1	105	5	0	8
45) c1ccc2c(c1)CCN(c1nc3ccccc3n3cnnc13)C2
 : 0	98	98	-2	-6	0.6	3	97	5	-5	-4
46) COC(=O)c1sc(N)c(C(=O)OC)c1CSc1nc2sc3c(c2c(=O)n1C)CCC3
 : -4	98	105	-4	-8	5.8	0	101	-1	-3	-5
47) O=C(Oc1ccc2c(c1)OCO2)c1ccc(Br)c(S(=O)(=O)N2CCOCC2)c1
 : 0	99	97	1	0	-0.1	0	98	3	-1	0
48) COCCCn1c2nc3ccccc3nc2c2c(=O)n(-c3ccccc3OC)cnc21
 : 1	95	98	-1	0	1.9	9	95	-2	0	1
49) COc1ccccc1CN(C)CC(=O)Nc1ccc(Cl)cc1C(F)(F)F
 : -4	102	100	-2	-5	0.9	10	95	-17	-4	-8
50) CCc1cc2c(=O)[nH]c(N3CCOCC3)nc2s1
 : 2	102	101	2	3	1.0	5	101	0	1	2
51) CC(C)CC(=O)N1CCN(S(=O)(=O)c2ccccc2)CC1
 : 1	94	101	-5	-4	-0.9	-1	94	-9	2	-6
52) CC(NS(=O)(=O)c1ccc(CCC(=O)NCc2ccco2)cc1)c1ccccc1 (stereo unspecified)
 : -3	100	103	-3	-5	0.0	-1	100	0	-4	-5
53) CN1C=CC=C/C1=C1\SC(=S)N(C2CCCCC2)C1=O
 : 0	103	99	-1	-14	1.4	29	102	-11	-3	-5
54) C=CCn1c(C(CCCC)CC(O)COCCC)n[nH]c1=S (stereo unspecified)
 : -3	103	107	-2	-28	-0.4	-1	101	1	-4	-1
55) Cc1[nH]n(-c2ccc(C(=O)O)cc2)c(=O)c1CCO
 : 0	94	93	0	-4	0.4	0	87	-9	-1	-3
56) Cc1ccc(C(C(=O)NC2CCCCC2)N(C(=O)c2csnn2)C2CC2)o1 (stereo unspecified)
 : -3	104	103	-5	-11	1.2	1	102	-19	-11	-12
57) S=c1[nH]nc(CCc2nc3ccccc3[nH]2)n1-c1cccc(Cl)c1
 : -4	100	99	-6	-24	0.1	1	99	8	-1	0
58) CN(C)CCN1C(=O)C(O)=C(C(=O)c2cc3ccccc3o2)C1c1ccc(N(C)C)cc1 (stereo unspecified)
 : 0	101	103	0	-7	-2.6	-3	103	-10	-5	-10

Rows were taken by chance. About 0.94% of those tested had a hit in this group.
